NCF1 inh – p47phox/p22phox peptide binding inhibitors, primary screen, biochemical, uHTS, NADPH oxidase regulatory subunit; AID 1274, 2008; fluorescence polarization, 2 h; 220,000 compounds, 0.53% hits; inhibition, % at 24.7 µM; Neutrophil cytosol factor 1 (Homo sapiens), P14598;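 also: 0% = p47phox with labelled peptide and 100% = labelled peptide alone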
Target sequence (P14598 whole entry, looked up): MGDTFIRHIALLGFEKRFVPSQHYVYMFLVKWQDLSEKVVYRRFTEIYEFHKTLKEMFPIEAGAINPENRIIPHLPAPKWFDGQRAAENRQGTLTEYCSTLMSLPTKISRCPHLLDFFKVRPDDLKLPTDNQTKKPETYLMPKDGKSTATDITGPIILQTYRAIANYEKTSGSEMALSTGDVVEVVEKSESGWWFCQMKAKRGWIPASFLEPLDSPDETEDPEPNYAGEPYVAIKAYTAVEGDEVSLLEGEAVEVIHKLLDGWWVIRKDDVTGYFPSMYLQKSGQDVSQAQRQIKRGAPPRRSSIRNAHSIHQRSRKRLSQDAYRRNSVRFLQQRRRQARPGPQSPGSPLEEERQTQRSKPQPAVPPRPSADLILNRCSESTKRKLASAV
Cl transport mod – KCC2 cotransporter modulators, thallium flux, primary screen, cell-based, HEK293 KCC2, FluoZin-2 fluorescence, MLSMR; B-score of Tl+ flux slope (higher = more flux/activation; lower = inhibition) at 10 µM; Solute carrier family 12 member 5 (Homo sapiens), Q9H2X9; KCC2 cells, thallium flux FluoZin-2 fluorescence; 190,000 compounds, 2.2% hits; AID 1456, 2008;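 active = thallium flux slope and its plate-corrected score both differing from the plate sample mean at a set confidence after two filtering rounds, in either direction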;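 also: slope of fluorescence scaled to starting intensity during 10 to 20 s after thallium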
14-3-3 Bad PPI – inhibitors of 14-3-3 zeta/Bad binding, primary screen, biochemical, TR-FRET, bovine 14-3-3 zeta; TR-FRET 14-3-3zeta/Dy647-pBad peptide displacement, 1 h; 220,000 compounds, 0.71% hits; inhibition, % at 21.7 µM;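 active = inhibition above about 70%, limit read from the data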;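 also: 0% = full 14-3-3 plus peptide FRET controls and 100% = background without 14-3-3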
Target sequence (P63103 whole entry, looked up): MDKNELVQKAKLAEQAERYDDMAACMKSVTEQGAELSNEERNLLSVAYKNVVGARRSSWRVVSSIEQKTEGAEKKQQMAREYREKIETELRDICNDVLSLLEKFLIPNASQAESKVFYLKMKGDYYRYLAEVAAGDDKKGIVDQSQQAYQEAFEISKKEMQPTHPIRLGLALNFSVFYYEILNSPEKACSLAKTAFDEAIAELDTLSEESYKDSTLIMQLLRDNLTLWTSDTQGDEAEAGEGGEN
EBV gp42 block – Epstein-Barr virus gp42 inhibitors, primary screen, biochemical, uHTS, fluorescence polarization; 220,000 compounds, 0.42% hits; Fluorescence polarization binding assay, mP read-out; AID 1085, 2008; Glycoprotein 42 (Epstein-Barr virus (strain AG876)), Q1HVG2; inhibition, % (tested at 21.74 µM); in the data active = inhibition above about 50%
Rad51 HR inh – human RAD51 strand exchange inhibitors, primary screen, biochemical, fluorescence; DNA repair protein RAD51 homolog 1 (Homo sapiens), Q06609; hRad51 DNA strand exchange, fluorescence dequenching; inhibition, % at 10 µM; 200,000 compounds, 0.085% hits;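 active = inhibition above 40% at the single screening dose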;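 also: 0% = DMSO control wells and 100% = blanks with heterologous ssDNA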
Target sequence (Q06609 whole entry, looked up): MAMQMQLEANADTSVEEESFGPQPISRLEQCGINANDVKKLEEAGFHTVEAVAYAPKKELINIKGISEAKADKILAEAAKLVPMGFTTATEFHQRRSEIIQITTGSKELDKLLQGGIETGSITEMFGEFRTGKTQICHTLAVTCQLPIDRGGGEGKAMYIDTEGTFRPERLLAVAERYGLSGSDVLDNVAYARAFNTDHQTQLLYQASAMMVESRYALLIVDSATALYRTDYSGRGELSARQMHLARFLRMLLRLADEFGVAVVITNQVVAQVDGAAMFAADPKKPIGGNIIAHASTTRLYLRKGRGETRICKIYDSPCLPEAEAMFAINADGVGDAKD
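Test system: preformed human Rad51 ssDNA filaments; also added: Donor/quencher-labelled 47-bp dsDNA substrate; doses: 10 µM final, single point; times: 37 °C 15-min filament assembly, 30-min compound preincubation, 15-min exchange; detection: FRET fluorescence dequenching, excitation 485 nm, emission 520 nm; read-out basis: Fluorescence-based percent inhibition, control- and blank-normalised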
Furin inhibitor – human furin inhibitors, primary screen, biochemical, fluorescence intensity | 220,000 compounds, 0.061% hits | inhibition, % at 30 µM | P09958 | purified furin, fluorogenic substrate cleavage; in the data active = inhibition above about 25%; also: inactives centre near -15
thrombin 1536 – human alpha-thrombin inhibitors, primary screen, counter-screen for coagulation protease inhibitor project, biochemical, 1536-well, fluorogenic AMC substrate. Boc-VPR-AMC fluorogenic substrate cleavage. inhibition, % at 5 µM. 220,000 compounds, 0.26% hits. AID 1046, 2008;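 active = inhibition at or above 40%; inactive = inhibition below 40%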;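 also: 0% = enzyme with no compound and 100% = wells without enzyme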
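Material: human alpha-thrombin protein; Also added: Boc-VPR-AMC substrate, 15 µM final; Timing: enzyme reaction carried out at room temperature; Signal: fluorescence, ex 355 nm, em 460 nm; Measure: % inhibition of thrombin; Controls: enzyme without compound as high, wells lacking enzyme as low.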
eIF4E 4G PPI – eIF4E–eIF4G protein interaction inhibitors, primary screen, biochemical, uHTS, TR-FRET, eIF4GI fragment; Eukaryotic translation initiation factor 4E (Mus musculus) + Eukaryotic translation …; TR-FRET eIF4E-eIF4GI(517-606) binding, 2 h; inhibition, % at 21.7 µM; 220,000 compounds, 0.37% hits; AID 782, 2007;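 also: 0% = full FRET control wells and 100% = background wells lacking eIF4GI fragment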
KLK5 inh – human KLK5 protease inhibitors, primary screen, biochemical, 1536-well; recombinant hK5, fluorogenic AMC substrate cleavage; AID 873, 2007; Kallikrein-5 (Homo sapiens), Q9Y337; inhibition, % at 5 µM; 210,000 compounds, 0.59% hits;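 active = inhibition of 40% or more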;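 also: 0% = enzyme controls without compound and 100% = no-enzyme blanks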
The depositor's hits bear a star; i = inactive; x = not tested or not shown; [ ] = remark or other dose.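 The calls were made as follows, unless noted: active = inhibition above about 30% (limit read from the data); inactive = the rest.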

SMILES	NCF1 inh	Cl transport mod	14-3-3 Bad PPI	EBV gp42 block	Rad51 HR inh	Furin inhibitor	thrombin 1536	eIF4E 4G PPI	KLK5 inh
Cc1cc(C)n2nc(Nc3ccccc3)cc2n1	-8	-0.66	-10	1	11	4	0	-1	4
CCOC(=O)CSc1nc(C)cc2c1C(=O)OC2	-4	-0.12	2	-15	-27	-15	-3	4	-7
Cn1c(N)c(C(=O)COC(=O)/C=C/c2ccc(S(=O)(=O)N3CCOCC3)cc2)c(=O)n(C)c1=O	-7	-0.91	7	-14	12	-10	-1	5	-5
O=C(O)COc1ccc2c3c(c(=O)oc2c1)CCCC3	1	0.87	11	-7	2	-36	x	2	-4
O=Cc1sc(Nc2ccccc2)nc1Cl	-140	0.22	-13	-36	-59	1	-10	3	-2
COC(=O)CSc1[nH]c2cc(C)ccc2c1[N+](=O)[O-]	-1	0.83	2	-4	6	2	9	2	4
CSc1cccc(NC(=O)C2CCCN(S(=O)(=O)c3ccc(F)cc3)C2)c1 (stereo unspecified)	-18	-0.58	-10	-13	-5	-1[20 µM]	0	3	-7
COc1ccc(C(=O)COc2ccc(F)cc2)c(O)c1	-10	-1.1	4	1	-2	-20	5	8	6
O=C1CC(NCCc2ccccc2)C(=O)N1CCc1ccccc1 (stereo unspecified)	-13	-0.35	-4	-7	13	-6	1	-3	0
Cc1ccccc1-n1c(SCC(=O)N/N=C/c2ccccc2OCC(=O)O)nc2ccccc2c1=O	-11	-1.3	7	-13	11	-16	3	-3	4
COc1ccc2cc(S(=O)(=O)c3ccccc3)c(=O)oc2c1	1	0.32	11	-8	16	-140	-2	1	3
COc1cc(C2NC(=O)NC3=C2C(=O)OC3)cc(OC)c1OC (stereo unspecified)	-11	-0.43	-6	-5	6	-23	-3	-4	-2
Cc1nn(-c2ccccc2)c(N2CCCC2)c1/C=C1\N=C(c2ccccc2)OC1=O	-40	-1	-4	117*	-86	-11	-5	1	-11
Cc1ccc2nc(-c3ccc(NC(=O)CN4CCN(c5ccccn5)CC4)cc3)sc2c1	-9	1	-1	-7	4	-28	-1	2	-1
CN(C)/C=C1\C(=O)N(C)N=C1C(F)(F)F	-7	0.99	-17	-24	24	-31	5	3	-9
CN(C)/C=N/c1nc2ncc(-c3ccc(Cl)cc3)c(/N=C/N(C)C)n2n1	-5	1.5	-15	-1	0	-1	3	2	3
CCN(CC)CCCNC(=O)c1cc2c(Cl)nc3ccccc3c2s1	7	0.11	-1	6	x	-14	-8	2	x
CC(=O)NCC(=O)OCC(=O)c1ccc(Cl)cc1	1	0.028	6	-17	-6	-13	-11	2	4
COc1ccc(CCC(=O)Nc2cccc(S(=O)(=O)N(C)C)c2)cc1OC	-4	-0.66	9	-22	-22	-8	-10	7	-16
O=C(CCCC(=O)OCC(Cl)=C(Cl)Cl)Nc1cccc2ccccc12	-11	-2.3	7[fluorescence artefact?]	3	1	-20	-12	-1	-9
O/N=C(\c1ccc(Cl)cc1Cl)c1ncc(C(F)(F)F)cc1Cl	-7	0.56	6	2	-5	-24[20 µM]	-8	2	-2
CC1(C)OC(=O)C2(Cc3ccccc3N3CCCCC32)C(=O)O1 (stereo unspecified)	-21	x	-13	-6	1	-19	3	-11	-24
C1CN(c2nc3nonc3nc2N2CCSCC2)CCO1	-1	0.057	-10	-4	x	-9	0	1	4
COc1ccc2c(c1)C(NC(C)=O)C(=O)N2CCc1ccccc1 (stereo unspecified)	-6	-0.66	-7	-9	19	-30	-10	-2	-7
COC(=O)c1c(NC(=S)Nc2ccc(CC(=O)O)cc2)sc(C)c1C	-8	0	-17[fluorescence artefact?]	-11	2	-11	-1	0[fluorescence artefact?]	-24
Cc1c(Cl)cccc1N1C(=O)C(N2C(=O)c3cccc([N+](=O)[O-])c3C2=O)C1c1cccs1 (stereo unspecified)	-7	-0.06	-5	9	-6	-20[20 µM]	-2	4	-3
COc1ccc(CNC(C)(C)C)cc1Cl	-9	-0.018	2	-12	0	-13[20 µM]	-6	-7	-24
CCCCOC(=O)Nc1ccccc1C(=O)OC	-3	0.21	46	-4	-1	-5[20 µM]	3	5	0
O=C(CSc1nnc(C2CC2)n1Cc1ccccc1)N1CCN(S(=O)(=O)c2ccccc2)CC1	-11	x	7	-15	-10	-20	2	-2	-26
Cc1cc(C(F)(F)F)c(C#N)c(=O)[nH]1	-13	0.27	2[fluorescence artefact?]	-14	-1	-84[20 µM]	-2	0	-15
CC1(C)C(=O)N(OCc2ccccc2)C(C)(C)C(=O)N1OCc1ccccc1	-166	-0.28	-4	-6	x	-13[20 µM]	5	-1	0
COCC(=O)Nc1ccc(S(=O)(=O)Nc2ccccn2)cc1	-1	-0.72	-12	7	3	-19	-2	-3	-2
N[C@@]12CCc3nonc3[C@]1(O)CC(c1ccccc1)=[N+]2[O-]	-2	0.17	-8	-3	-9	-7	-1	4	-10
CCOC(=O)/C(C#N)=C(C)/C=C1\Sc2ccccc2N1CC	-11	i	-1	-15	i	-17	-3	0	-3
CNC(=O)COC(=O)CCC(=O)c1cccs1	-14	-0.53	-3	-4	6	-27	-1	3	1
Cc1ccc(C(=O)C2CCN(CC(=O)Nc3ccc4c(c3)OCCO4)CC2)cc1	-54	-0.57	28	-31	7	-30	-6	-2	-7
Clc1c(-c2nnc3n2CCC3)sc2ccccc12	2	-1.6	-1	11	1	-20	-7	4	-4
CNC(=O)C1CCCN1S(=O)(=O)c1ccc(OC)cc1 (stereo unspecified)	-5	-0.0014	9	5	3	-16[20 µM]	-2	-4[fluorescence artefact?]	15
CCOC(=O)N1CCN(S(=O)(=O)c2cc([N+](=O)[O-])ccc2C)CC1	-2	0.23	-2	-9	-1	-26	-6	1	-4
COc1ccc(CNC(=O)C(OC(=O)c2ccco2)c2ccc(OC)cc2)cc1 (stereo unspecified)	2	-0.9	-3[fluorescence artefact?]	8	1	-23[20 µM]	0	-1	-8
Cc1nc(SCC(=O)Nc2cc(C)on2)c2c3c(sc2n1)CCCC3	-50	x	-9[fluorescence artefact?]	-24	x	-12	-8	-35[fluorescence artefact?]	-13
Cc1cc(C(F)(F)F)cc(NNC(=O)NC(=O)c2ccc(Cl)cc2)n1	2	0.11	-2	-3	4	-14	-3	3	-1
Cc1cc(Cl)ccc1OCCCC(=O)Nc1cccnc1	-3	-0.5	75*	-7	-11	-14	2	7	5
COc1cc2c(cc1NC(=O)C(C)N1CCN(S(=O)(=O)c3ccccc3[N+](=O)[O-])CC1)oc1ccccc12 (stereo unspecified)	-17	0.12	-3[fluorescence artefact?]	-5	1	-10[20 µM]	1	-2	-7
Cc1c(Cl)c(C(=O)NC2C3CC4CC(C3)CC2C4)nn1C (stereo unspecified)	-7	0.38	4[fluorescence artefact?]	-12	-11	-4[20 µM]	-1	0[fluorescence artefact?]	-6
CC(CCO)Nc1nc2c(c(=O)n(C)c(=O)n2C)n1Cc1cccc(Br)c1 (stereo unspecified)	-22	-0.066	0	16	-4	0[20 µM]	4	1	-5
CCCOc1ccccc1N1C(=O)CC(N2CCOCC2)C1=O (stereo unspecified)	5	0.94	0	-9	-1	-12	0	4	-10
Cc1ccc(CN2CCN(Cc3ccccc3-c3ccco3)CC2CCO)o1 (stereo unspecified)	-9	-0.025	-7	5	-7	3	-8	2	4
Cc1ccc(-c2nnn(CC(=O)N(c3ccccc3)C(C(=O)NC(C)(C)C)c3cccs3)n2)o1 (stereo unspecified)	-13	-0.38	1[fluorescence artefact?]	-8	2	-10[20 µM]	1	1	-12
CCOC(=O)C1=C(c2cccc(F)c2)NC(=S)NC1C (stereo unspecified)	-2	1	-7	-2	x	-12[20 µM]	-4	-2	-4
CCOC(=O)c1ccc(Nc2ccc(-c3ccc(OC)c(OC)c3)nn2)cc1	-1	x	81*	-15	x	-24	0	-4	15
Cc1ccc(C)c(N=C2CCCN2Cc2ccccc2)c1C#N	-7	-0.7	1	-4	5	3[20 µM]	2	6[fluorescence artefact?]	-3
O=C1NC(=O)/C(=C\c2cn(Cc3ccccc3F)c3ccccc23)N1	-2	0.12	3	-33	-11	-18	-10	3	-4
COc1cccc(-c2nnc(-c3ccc(C(F)(F)F)cc3)o2)c1	-9	x	-2	-7	9	-18[20 µM]	2	4	30
COC(=O)c1nc2nc(-c3cccs3)cc(C(F)(F)F)n2n1	-4	x	0[fluorescence artefact?]	-12	14	-62	-1	0[fluorescence artefact?]	-39
CCN(CC)C(=O)C(=O)Nc1ccc(Oc2ccccc2)cc1	-6	-1.1	-6	-3	4	-13	-6	-1	-20
COc1cc(-c2nn3c(C4CCCCC4)nnc3s2)cc(OC)c1OC	10	-1.6	x	-11	3	-25	2	x	31
CC(C)CCn1nnnc1C(c1ccc(N(C)C)cc1)N1CCN(C(=O)c2ccco2)CC1 (stereo unspecified)	-1	0.23	-4	-17	5	-2	-5	4	22
O=C(CCC1CCCN(C(=O)c2ccc3c(c2)OCO3)C1)N1CCN(c2ccccn2)CC1 (stereo unspecified)	-1	-0.61	-4	-16	-5	-19	-13	2	1
CCCc1nc(S(=O)(=O)Cc2ccc(Cl)cc2Cl)n[nH]1	2	-0.12	-8	-11	-8	-4	1	4[fluorescence artefact?]	-18
c1ccc(-c2csc(N3CCN(c4ccccn4)CC3)n2)cc1	-12	-1.9	66	10	2	-19[20 µM]	2	0	-6
CC(C)(C)C1CCC(OC(=O)CN2CCOCC2)CC1 (stereo unspecified)	-15	x	-3	-2	5	-4[20 µM]	4	4	-7

Assay outcomes deposited in PubChem BioAssay by several laboratories.
